# Screens from PubChem.
# OX1R antag-1 – OX1R (HCRTR1) antagonists, primary screen, fluorescence, CHO/OX1R cells, Fluo-8 calcium, orexin A; inhibition, % at 5 µM; Fluo-8 calcium fluorescence; AID 434989, 2010; 0.43% of 330,000 active;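 active = inhibition above its plate's threshold, mean inhibition of all tested compounds on the plate plus 3 SD, cut at about 37% in these data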;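 note: 0% = orexin A challenge wells and 100% = SB-334867-A antagonist wells; not every result past the cut was called active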
# Target sequence (O43613 whole entry, looked up): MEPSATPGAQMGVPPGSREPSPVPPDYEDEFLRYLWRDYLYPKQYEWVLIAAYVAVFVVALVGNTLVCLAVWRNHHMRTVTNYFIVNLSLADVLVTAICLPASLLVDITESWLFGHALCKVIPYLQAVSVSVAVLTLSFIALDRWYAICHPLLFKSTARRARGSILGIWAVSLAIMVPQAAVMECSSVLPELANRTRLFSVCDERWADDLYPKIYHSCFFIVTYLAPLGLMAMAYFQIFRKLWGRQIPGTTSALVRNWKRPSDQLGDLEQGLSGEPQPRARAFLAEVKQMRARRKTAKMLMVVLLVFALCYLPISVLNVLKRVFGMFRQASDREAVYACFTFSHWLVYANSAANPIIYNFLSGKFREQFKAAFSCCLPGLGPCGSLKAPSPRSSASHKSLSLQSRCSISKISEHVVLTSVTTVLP
# OX1R antag-2 – antagonists of human orexin 1 receptor (OX1R); Orexin/Hypocretin receptor type 1 (Homo sapiens), O43613; OX1R-expressing cells, FRET antagonist read-out; inhibition, % at 6.6 µM; 1.8% of 330,000 active; AID 485270, 2010; in the data active = inhibition mostly above about 38%, no sharp cut-off; inactive = mostly below about 40%;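 note: 0% = agonist challenge alone and 100% = reference antagonist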
# * hit, by the source's call.
# Screens in order – OX1R antag-1 | OX1R antag-2
- Cc1nc2ccc(S(=O)(=O)NC(C(=O)NCc3ccc4c(c3)OCO4)C(C)C)cc2s1 (centres undefined)
  -14.4 | 18.0
- Cc1cc(C)cc(N(CC(=O)NC(C)(C)C)C(=O)CNC(=O)c2cccs2)c1
  -40.0 | 37.4
- CN(N)c1ccc2c(C(F)(F)F)cc(C(F)(F)F)nc2n1
  -5.4 | 15.6
- CCOc1ccccc1NC1=NCC(=O)N1Cc1ccc(F)cc1
  -25.0 | 9.1
- CN(Cc1ccc(C(C)(C)C)cc1)C(=O)C1CSC2(C)CCC(=O)N12 (centres undefined)
  -9.9 | 4.5
- COc1ccc(CNC(=O)C(c2ccco2)N(C(=O)Cc2cccs2)c2cccnc2)cc1 (centres undefined)
  -40.1 | 9.6
- CCN(C(=O)Cn1c(=O)n(-c2cc(OC)c(OC)c(OC)c2)c(=O)c2ccccc21)c1cccc(C)c1
  -3.5 | 1.3
- CN(CC(=O)Nc1ccc(F)c(F)c1F)C(=O)/C=C/c1ccco1
  5.5 | 1.5
- COC(=O)c1cccc(NC(=O)CC2C(=O)NCCN2C(=O)Nc2ccccc2)c1 (centres undefined)
  -8.8 | 17.6
- Cc1ccc(S(=O)(=O)N2CC(C(=O)O)=CC[C@H]2c2ccc(Cl)cc2)cc1
  -10.6 | 18.7

# Next part.
# Screens in order – OX1R antag-1 | OX1R antag-2
- CC(=O)Nc1ccc(S(=O)(=O)Nc2nnc(Cc3ccc(Cl)cc3)s2)cc1
  -9.2 | 8.4
- O=C(Nc1ccc(Cl)c(Cl)c1)NC1CCS(=O)(=O)C1 (centres undefined)
  8.5 | 1.0
- COc1ccc(C(=O)OCCc2cc3ccccc3c(=O)o2)cc1
  33.1 | 14.9
- O=C(CSc1nc2ccccc2c(=O)n1Cc1ccc(Cl)cc1)NCc1cccs1
  -26.1 | 9.8
- CCOc1ccc(C(=O)Nc2c3c(nn2C(C)(C)C)CSC3)cc1OCC
  -20.5 | 2.1
- COc1ccc(/C=C2\C(=O)NCC(=O)N2C)cc1
  -12.2 | 4.5
- NS(=O)(=O)c1ccc(CCNc2ccnc3cc(Cl)ccc23)cc1
  -17.6 | 12.5
- COc1ccc(-c2cc3cccc(OC)c3oc2=O)cc1
  -21.9 | 7.4
- COc1ccc([C@@H]2[C@@H]3C(=O)N(C(C)(C)C)C(=O)[C@@H]3[C@]3(Cc4ccc(Cl)cc4)C(=O)N(c4cccc(Br)c4)C(=O)N23)cc1
  -18.6 | 29.8
- CC1CCc2cc(F)ccc2N1S(=O)(=O)c1ccc(F)cc1 (centres undefined)
  -13.9 | 13.3

# (listing goes on)
# Screens in order – OX1R antag-1 | OX1R antag-2
- CCC(=O)c1ccccc1OCCCCn1cncn1
  -7.4 | -2.2
- c1ccn2c(c1)nc1c2nc2ccccn21
  -4.7 | 20.6
- COc1cccc(NC(=O)[C@H](Cc2ccccc2)NC(=O)[C@@H]2Cc3ccccc3CN2)c1
  -27.6 | 16.7
- Cc1ccc(OCC(=O)N(Cc2ccccc2)C(C)(C)C)c([N+](=O)[O-])n1
  -26.6 | 17.6
- Cc1nc2c(C#N)c(C)[nH]n2c(=O)c1Cc1ccccc1
  7.5 | 15.5
- COc1cc2cnncc2cc1OC
  -3.3 | 5.9
- Cc1c(Cl)cccc1NC(=O)C1COc2ccccc2O1 (centres undefined)
  -6.6 | 18.4
- Cc1ccc(C(=O)/C=C/N(C)C)cn1
  -2.5 | -4.9
- COc1cc([N+](=O)[O-])ccc1NC(=O)Nn1cnnc1
  1.9 | 23.8
- CCn1c(SCC(=O)N2CCC(C)CC2)nc2c1c(=O)n(C)c(=O)n2C
  -3.9 | 16.2

# Next section:
# Screens in order – OX1R antag-1 | OX1R antag-2
- CCC(c1nnnn1Cc1ccc2c(c1)OCO2)N1CCN(c2ccccc2)CC1 (centres undefined)
  -23.4 | 32.5
- CC(C)c1ccc(CN2CCN(S(=O)(=O)c3ccc(Cl)s3)CC2)cc1
  -14.5 | -2.6
- COc1cc2c(cc1NC(=S)NC(=O)/C=C/c1ccco1)oc1ccccc12
  0.8 | 9.1
- COc1ccc(CCNS(=O)(=O)CC23CCC(CC2=O)C3(C)C)cc1OC (centres undefined)
  -2.6 | 5.4
- Cc1cc(Nc2ccccc2)nn1C(=O)c1ccc([N+](=O)[O-])cc1
  -12.7 | 27.4
- O=C(NCc1ccccc1)c1csc2c1CCCC2
  -11.1 | 20.2
- O=C(O)CCNS(=O)(=O)c1cccc(Br)c1
  -16.7 | 9.8
- Cc1cc(=O)[nH]c(SCC(=O)Nc2ccccc2C#N)c1C#N
  -4.7 | 5.5
- Cc1ccc(S(=O)(=O)Nc2cc(C)cn(Cc3ccccc3)c2=O)cc1
  -14.4 | 5.6
- COc1ccc(CCC(=O)OCC(=O)NC(=O)c2ccc(Cl)cc2)cc1
  -4.1 | 0.7

# (further entries)
# Screens in order – OX1R antag-1 | OX1R antag-2
- O=C1NC(c2ccc(-c3ccccc3[N+](=O)[O-])o2)C(C(=O)c2ccc(F)cc2)C(O)(C(F)(F)F)N1 (centres undefined)
  8.3 | 34.3
- Cc1ccc2c(c1)C1C[N+](C)(CC(=O)c3ccccc3)CCC1N2C(=O)c1ccccc1Cl (centres undefined)
  -10.0 | 7.2
- COc1ccc2nc(Nc3nc(-c4cc5ccccc5oc4=O)cs3)sc2c1
  -0.2 | 23.5
- O=C(c1cnn2c(C(F)(F)F)cc(-c3ccccc3)nc12)N1CCOCC1
  -10.8 | 20.8
- N#CC1(NC(=O)COC(=O)Cc2n[nH]c(=O)c3ccccc23)CCCCC1
  -1.1 | 10.2
- COc1ccc(NC(=O)CSc2nnc(-c3ccco3)c(-c3ccco3)n2)cc1OC
  -16.8 | 52.6
- O=C(COC(=O)c1cc(F)cc(F)c1)Nc1cccnc1Cl
  -9.5 | 2.6
- O=C1CN(C(=O)/C=C/c2ccc(Cl)cc2)c2ccccc2N1
  -19.4 | 10.4
- COc1ccc(C)cc1S(=O)(=O)N(CC(=O)Nc1cccc([N+](=O)[O-])c1)c1ccc(C)c(C)c1
  -34.1 | 21.3
- CCC(C)c1ccc(NC(=O)C/C(C)=N/NC(=O)c2cnccn2)cc1 (centres undefined)
  -21.5 | 13.1

# Remaining list, next part.
# Screens in order – OX1R antag-1 | OX1R antag-2
- Cc1c(NC(=O)COC(=O)Cc2ccc(Cl)cc2)c(=O)n(-c2ccccc2)n1C
  -25.8 | 7.2
- CCCCOC(=O)c1ccc(NC(=O)c2ccc(F)cc2F)cc1
  -32.3 | 10.9
- CC1(c2ccc(Cl)cc2)NC(=O)N(CC(=O)N2CCCC2)C1=O (centres undefined)
  -7.2 | 17.0
- CSc1ccc(C(=O)NCC(=O)O)cc1[N+](=O)[O-]
  -18.1 | 52.7*
- CSc1ccccc1OCc1cc(C(=O)NC(C)Cc2cccc(C)n2)no1 (centres undefined)
  -24.2 | 39.5
- COc1cc2c(C#N)c(N3CCCCC3)nc(N)c2c(N)n1
  -7.4 | 35.9
- O=C(CSc1ccccn1)Nc1ccc2c(c1)CCC2
  -12.8 | 18.3
- CCCn1c(=O)c2ccccc2n2c(SCCOc3ccc(C)cc3)nnc12
  -17.0 | 31.3
- Cn1c(=O)cc(N2CCCCC2)[nH]c1=O
  -15.5 | 9.4
- Cc1onc(-c2ccccc2)c1NC(=O)N(Cc1ccccc1)C(C)C
  -28.4 | 8.8

# Later entries.
# Screens in order – OX1R antag-1 | OX1R antag-2
- CC(=O)Nc1ccc(Oc2cc(NC(C)=O)cc([N+](=O)[O-])c2)cc1
  -18.6 | 20.3
- CCCCCCOC(=O)NCC(O)c1ccccc1 (centres undefined)
  -13.1 | 4.0
- COC(=O)[C@@H]1C[C@@H]2CC[C@@H](O)C[C@@H]2N1Cc1ccc(N2CCN(C)CC2)cc1
  -22.6 | 18.2
- CCN1C(=O)CSC1=Nc1cccc(C(=O)O)c1
  -10.9 | 6.1
- CC(=O)N1CCOc2ccc(S(=O)(=O)N3CCC(C)CC3)cc21
  -4.5 | 19.4
- COc1ccccc1C(CNC(=O)c1ccc(S(=O)(=O)NCc2ccco2)cc1)N(C)C (centres undefined)
  -3.5 | 9.8
- Cc1nnc(NC(=O)c2cc(-c3ccncc3)nc3c(C)cccc23)s1
  -21.2 | 17.2
- Cc1nn(-c2ccccc2)c(C)c1C=O
  -9.4 | 13.1
- COC(=O)c1ccc(NC(=O)CSc2nc3ccccc3c(=O)[nH]2)cc1
  -14.4 | 13.4
- Cc1cc(C)c(S(=O)(=O)NCc2nc3nc(C)cc(C)n3n2)c(C)c1
  -20.5 | 10.7

# Carrying on.
# Screens in order – OX1R antag-1 | OX1R antag-2
- CC(=O)c1cccc(OC(=O)c2ccc3c(=O)n4c(nc3c2)CCC4)c1
  -6.0 | 7.3
- O=C(Nc1ccccc1)/C(=C/c1ccc(O)cc1)NC(=O)c1ccco1
  4.1 | 17.4
- COc1cc2c(cc1OC)CN(C(=O)CCOc1ccccc1)CC2
  -9.8 | 14.2
- N#Cc1ccc(C(=O)NC2=NCCS2)cc1
  -4.6 | 4.5
- O=C(Nc1ccc(N2CCCC2)c(Cl)c1)c1cccc(-c2cc3ccccc3oc2=O)c1
  -33.6 | 17.1
- Cc1ccc(-n2c(SCC(=O)N3CCOCC3)nc(O)c(Cc3ccccc3)c2=O)cc1
  -2.6 | 28.5
- COC(=O)c1oc2ccccc2c1NC(=O)CN1CCCC1
  -10.8 | 7.6
- CCOC(=O)NC(=O)/C(C#N)=C\NNc1ncc(C(F)(F)F)cc1Cl
  -12.9 | 15.1
- O=C(CSc1ncccn1)N/N=C/c1cccs1
  -2.8 | 16.8
- Cc1nc2ccccc2c(=O)n1NC(=O)c1cc(Br)ccc1Cl
  -16.3 | 11.5

# 23 compounds from above, arranged by formula weight, smallest number first.
# Screens in order – OX1R antag-1 | OX1R antag-2
- Cc1nn(-c2ccccc2)c(C)c1C=O
  -9.4 | 13.1
- Cn1c(=O)cc(N2CCCCC2)[nH]c1=O
  -15.5 | 9.4
- N#Cc1ccc(C(=O)NC2=NCCS2)cc1
  -4.6 | 4.5
- CCN1C(=O)CSC1=Nc1cccc(C(=O)O)c1
  -10.9 | 6.1
- CCCCCCOC(=O)NCC(O)c1ccccc1 (centres undefined)
  -13.1 | 4.0
- O=C(CSc1ncccn1)N/N=C/c1cccs1
  -2.8 | 16.8
- O=C(CSc1ccccn1)Nc1ccc2c(c1)CCC2
  -12.8 | 18.3
- COc1cc2c(C#N)c(N3CCCCC3)nc(N)c2c(N)n1
  -7.4 | 35.9
- COC(=O)c1oc2ccccc2c1NC(=O)CN1CCCC1
  -10.8 | 7.6
- CC(=O)Nc1ccc(Oc2cc(NC(C)=O)cc([N+](=O)[O-])c2)cc1
  -18.6 | 20.3
- CC(=O)c1cccc(OC(=O)c2ccc3c(=O)n4c(nc3c2)CCC4)c1
  -6.0 | 7.3
- Cc1onc(-c2ccccc2)c1NC(=O)N(Cc1ccccc1)C(C)C
  -28.4 | 8.8
- Cc1cc(C)c(S(=O)(=O)NCc2nc3nc(C)cc(C)n3n2)c(C)c1
  -20.5 | 10.7
- Cc1nnc(NC(=O)c2cc(-c3ccncc3)nc3c(C)cccc23)s1
  -21.2 | 17.2
- COC(=O)c1ccc(NC(=O)CSc2nc3ccccc3c(=O)[nH]2)cc1
  -14.4 | 13.4
- CCOC(=O)NC(=O)/C(C#N)=C\NNc1ncc(C(F)(F)F)cc1Cl
  -12.9 | 15.1
- COC(=O)[C@@H]1C[C@@H]2CC[C@@H](O)C[C@@H]2N1Cc1ccc(N2CCN(C)CC2)cc1
  -22.6 | 18.2
- Cc1nc2ccccc2c(=O)n1NC(=O)c1cc(Br)ccc1Cl
  -16.3 | 11.5
- CCCn1c(=O)c2ccccc2n2c(SCCOc3ccc(C)cc3)nnc12
  -17.0 | 31.3
- CSc1ccccc1OCc1cc(C(=O)NC(C)Cc2cccc(C)n2)no1 (centres undefined)
  -24.2 | 39.5
- O=C(Nc1ccc(N2CCCC2)c(Cl)c1)c1cccc(-c2cc3ccccc3oc2=O)c1
  -33.6 | 17.1
- Cc1ccc(-n2c(SCC(=O)N3CCOCC3)nc(O)c(Cc3ccccc3)c2=O)cc1
  -2.6 | 28.5
- COc1ccccc1C(CNC(=O)c1ccc(S(=O)(=O)NCc2ccco2)cc1)N(C)C (centres undefined)
  -3.5 | 9.8

# More structures:
# Screens in order – OX1R antag-1 | OX1R antag-2
- CCC(C)(C(=O)NC1CCCCC1)N(Cc1ccco1)C(=O)Cc1cccs1 (centres undefined)
  -14.9 | 20.3
- COc1ccc(NC(=O)N(C)C[C@H]2Oc3ccc(NS(=O)(=O)c4ccc(F)cc4)cc3C(=O)N([C@H](C)CO)C[C@@H]2C)cc1
  0.9 | 0.6
- COc1ccc(NC(=S)N2CCC(NC(=O)c3ccc(OC)cc3)CC2)cc1
  -27.1 | 11.3
- Cc1cc(C)cc(N=Cc2ccc([N+](=O)[O-])s2)c1
  -1.8 | 18.4
- CCC(=O)NCCNc1nc2cc(C)c(C)cc2cc1C#N
  4.0 | 6.8
- Cc1ccc(CNC(=O)c2c(-c3ccccc3Cl)noc2C)cc1
  -19.4 | 0.7
- O=C(CC1SCCNC1=O)Nc1cc(Cl)cc(Cl)c1 (centres undefined)
  -12.5 | -4.0
- C(=N\Nc1nc(N2CCOCC2)nc(N2CCOCC2)n1)/c1ccco1
  -16.6 | 14.7
- CCN1CCN(C(=O)c2ccc3c(c2)N(Cc2ccccc2)C(=O)c2ccccc2S3=O)CC1 (centres undefined)
  -30.6 | 6.0
- Cc1cccc(N(CC(O)CON=C2c3ccccc3-c3ccccc32)S(C)(=O)=O)c1 (centres undefined)
  11.5 | 63.1*

# Further records.
# Screens in order – OX1R antag-1 | OX1R antag-2
- COc1cc2c3nnc(-c4ccccc4)c-3cn(Cc3ccccc3F)c2cc1OC
  -24.1 | 6.9
- O=C(Nc1cccc(S(=O)(=O)N2CCCCC2)c1)c1ccco1
  -26.3 | 0.9
- O/N=C/c1cc(Br)cs1
  -0.8 | 2.4
- CC(C)Cc1nnc(NC(=O)Cc2ccc([N+](=O)[O-])cc2)s1
  -16.5 | -0.9
